Source: PubChem (several laboratories)
CHRM5 PAM – positive allosteric modulators of human muscarinic M5 receptor. AID 624038. CHO-K1 hM5, Fluo-8 calcium, ACh EC20 PAM; 0% = ACh EC20, 100% = ACh EC100. hit rate 0.3% among 360,000. P08912. activation, % at 3 µM;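 active = activation above the run cutoff, the mean activation of all test compounds plus 3 SD, cut at about 18% in these data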
Target sequence (P08912 whole entry, looked up): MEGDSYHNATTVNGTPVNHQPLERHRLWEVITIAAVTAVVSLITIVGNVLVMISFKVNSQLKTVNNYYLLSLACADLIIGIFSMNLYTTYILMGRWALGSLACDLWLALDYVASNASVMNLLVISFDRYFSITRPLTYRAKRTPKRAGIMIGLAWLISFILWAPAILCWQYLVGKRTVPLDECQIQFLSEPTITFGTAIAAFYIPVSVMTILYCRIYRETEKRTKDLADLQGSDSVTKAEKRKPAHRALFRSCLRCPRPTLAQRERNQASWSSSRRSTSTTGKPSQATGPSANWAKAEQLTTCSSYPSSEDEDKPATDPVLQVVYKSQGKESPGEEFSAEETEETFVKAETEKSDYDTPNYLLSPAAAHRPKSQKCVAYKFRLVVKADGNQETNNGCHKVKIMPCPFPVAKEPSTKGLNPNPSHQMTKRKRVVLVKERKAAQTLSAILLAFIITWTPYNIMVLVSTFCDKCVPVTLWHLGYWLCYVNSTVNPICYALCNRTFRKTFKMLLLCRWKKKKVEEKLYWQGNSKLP
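Probe or stimulus: acetylcholine, EC20 level; Assay system: human M5 receptor in CHO-K1 cells; Schedule: compound preincubation 140 s before EC20 acetylcholine addition; Technique: intracellular calcium via Fluo-8 fluorescence; Dosing: single-point, 3 µM nominal; Read-out basis: percent activation from peak-over-basal fluorescence ratio, scaled EC20-to-EC100 acetylcholine; Repeats: one well per compound, no replicates.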
CHRM1 PAM – potentiates human M1 receptor response to acetylcholine; P11229; CHO-K1 hM1, Fluo-8 calcium fluorescence, ACh EC20; 0% = ACh EC20, 100% = maximal ACh; activation, % at 3 µM; hit rate 0.088% among 360,000; in the data active = activation above about 19%, passing the limit was not always enough
CHRM4 agonist – agonists of human muscarinic M4 receptor (CHRM4); CHO-K1 hM4/Gqi5, Fluo-8 calcium fluorescence; vehicle 0%, full acetylcholine response 100%; AID 624127; P08173; activation, % at 3 µM; hit rate 0.14% among 360,000;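 active = activation above the run mean over all test wells plus 3 SD, cut at about 32% in these data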;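 also: peak over basal fluorescence ratio per well then scaled between controls; 0% = DMSO wells and 100% = acetylcholine at EC100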
Target sequence (P08173 whole entry, looked up): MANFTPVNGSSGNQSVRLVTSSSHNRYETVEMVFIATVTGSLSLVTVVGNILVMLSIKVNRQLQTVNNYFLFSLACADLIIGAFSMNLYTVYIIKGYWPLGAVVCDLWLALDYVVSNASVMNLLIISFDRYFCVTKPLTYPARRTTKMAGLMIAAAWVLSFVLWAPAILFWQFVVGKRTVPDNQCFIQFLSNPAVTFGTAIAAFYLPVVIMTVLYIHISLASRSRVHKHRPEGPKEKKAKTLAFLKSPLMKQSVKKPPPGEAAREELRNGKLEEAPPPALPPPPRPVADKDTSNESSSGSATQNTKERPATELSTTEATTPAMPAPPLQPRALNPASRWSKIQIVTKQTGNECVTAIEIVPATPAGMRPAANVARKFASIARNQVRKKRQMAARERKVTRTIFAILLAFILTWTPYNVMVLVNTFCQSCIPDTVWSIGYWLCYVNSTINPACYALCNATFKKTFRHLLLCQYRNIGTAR
CHRM1 antagonist – antagonists of human M1 muscarinic receptor | CHO-K1 hM1, Fluo-8 calcium fluorescence, ACh EC80 antagonist | inhibition, % at 3 µM | hit rate 1.3% among 360,000 | AID 588852 | P11229;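 active = percent inhibition above its own plate's cutoff, namely the mean of that plate's compound wells plus 3 SD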;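 also: peak over basal fluorescence ratio during 140 s after agonist addition; 0% = ACh EC80 plus DMSO and 100% = DMSO alone without agonist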
CHRM4 PAM – positive allosteric modulators of human muscarinic M4 receptor; P08173; activation, % at 3 µM; hit rate 0.4% among 360,000; AID 624126; CHO-K1 hM4/Gqi5, Fluo-8 calcium fluorescence, ACh EC20; 0% = ACh EC20, 100% = maximal ACh;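 active = activation above its plate's cutoff, the mean activation of sample wells plus 3 SD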; also: some results filed as inactive read as strong as hits
M5 ag – agonists of human muscarinic M5 receptor (CHRM5) | hit rate 0.19% among 360,000 | P08912 | AID 624037 | activation, % at 3 µM | CHO-K1 hM5 cells, Fluo-8 calcium fluorescence; 0% DMSO wells, 100% maximal acetylcholine response;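 active = activation above the run's mean over test compounds plus 3 SD, cut at about 23% in these data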;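 also: signal is peak over basal fluorescence ratio across the kinetic read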
CRFBP-R2 agonist – agonists of human CRF-binding protein/CRF-R2 receptor complex; HEK293 CRF-R2/CRF-BP, calcium dye fluorescence (FLIPR); percent of saturating CRF peptide response; activation, % at 13.2 µM; hit rate 0.46% among 350,000;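 active = activation of at least 50%, plus an integration ratio under a set limit after plate pattern correction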;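 also: plate controls were neutral control wells without compound for no effect and CRF at EC100 for full effect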
CHRM4 antagonist – blocks acetylcholine activation of human M4 receptor; P08173; CHO-hM4 cells, ACh EC80, Fluo-8 calcium fluorescence; inhibition, % at 3 µM; hit rate 0.73% among 360,000; AID 624125;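 active = inhibition above its plate's cutoff, the mean inhibition of sample wells plus 3 SD, cut at about 27% in these data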;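 also: 0% = acetylcholine EC80 with DMSO and 100% = DMSO without agonist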
CHRM5 antagonist – CHRM5 antagonism in calcium assay; P08912; CHO-hM5 cells, Fluo-8 calcium fluorescence, ACh EC80; inhibition, % at 3 µM; hit rate 0.59% among 360,000; AID 624040;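 active = inhibition above a per-plate cutoff, the mean of that plate's test compounds plus 3 SD, cut at about 27% in these data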;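 also: 0% = acetylcholine EC80 with DMSO and 100% = DMSO without agonist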
The depositor's hits bear a star.

SMILES | CHRM5 PAM | CHRM1 PAM | CHRM4 agonist | CHRM1 antagonist | CHRM4 PAM | M5 ag | CRFBP-R2 agonist | CHRM4 antagonist | CHRM5 antagonist
O=C(CN1C(=O)/C(=C2\SC(=S)N(C3CCS(=O)(=O)C3)C2=O)c2ccccc21)Nc1ccccc1 (centres undefined) | -7 | -1 | 9 | -1 | -3 | -1 | -6.1 | -14 | 7
Cc1nn(CC(=O)NCCCc2ccccc2)c(=O)c2cccn12 | 0 | 5 | 1 | -10 | 1 | 0 | -1.1 | -7 | -2
Cc1ccc(SC2=C(Sc3ccc(C)cc3)C(=O)c3ccccc3C2=O)cc1 | -7 | -2 | 1 | 4 | -6 | -1 | -1.3 | 8 | 11
COc1cc(C(=O)Nc2ccc(OCC(=O)O)cc2)cc(OC)c1OC | 2 | 5 | 0 | 13 | -3 | 1 | -0.9 | 8 | 2
CC1CCN(S(=O)(=O)c2ccc(C(=O)Nc3nnc(C4=COCCO4)o3)cc2)CC1 | -1 | -4 | 0 | 14 | 1 | -4 | -2.6 | -1 | 0
O=C(NN1S(=O)(=O)c2ccccc2S1(=O)=O)c1ccc(Br)cc1 | 7 | 11 | 1 | -14 | 5 | 0 | -2.9 | 6 | 4
CCCn1c(=O)n(N)c2ccccc21 | -2 | 0 | 0 | -3 | 7 | 0 | 3.2 | 7 | 7
CCOc1ccc(N/C(N)=N/c2nc(CSc3nnc(C)s3)cc(=O)[nH]2)cc1 | 8 | 12 | 1 | -15 | 4 | 1 | -2.8 | 4 | -2
COc1ccc2c(CCNC(=O)/C=C/c3ccc(OC)c(OC)c3)c[nH]c2c1 | -8 | -7 | 16 | 4 | -5 | 1 | 0.6 | -8 | 2
CCOc1ccc(CC(=O)NNC(=S)NC)cc1 | 1 | 4 | 0 | -7 | -3 | 4 | 3.8 | -1 | -9
COc1cccc(CNC(=O)CCCn2ccc3cc(S(=O)(=O)N4CCCC4)ccc32)c1 | -7 | -9 | 7 | 21 | -1 | 0 | 2.0 | 4 | 3
COc1ccc(C(=O)N/N=C(\C)c2ccc3c(c2)C2C=CCC2C(c2ccccc2)N3)cc1 (centres undefined) | -3 | 17 | 1 | -12 | 8 | 2 | 0.2 | -2 | 12
Cc1c(C)n(C)c2ccc(C(=O)N3CCN(c4ccccn4)CC3)cc12 | -6 | 10 | 7 | -13 | -7 | -2 | 0.1 | 2 | 8
O=C(Nc1cccc2ccccc12)NC1CCCCC1 | 10 | 13 | 0 | -18 | -1 | 1 | -0.7 | -3 | -7
O=C(COC(=O)CNC(=O)c1ccccc1)NC12CC3CC(CC(C3)C1)C2 | 4 | 0 | 1 | -2 | -3 | 1 | -1.9 | -2 | 0
C=CCN1C(=O)CSc2ccc(C(=O)N3CCC(C)CC3)cc21 | -7 | 3 | 2 | -6 | 15 | 4 | -0.3 | -12 | 1
O=C1NC2(CCCC2)C(=O)N1CC(=O)N(Cc1ccccc1)c1ccccc1 | 2 | -1 | 2 | 11 | -2 | -3 | -2.3 | -5 | -4
COc1ccc(NC(=O)c2ccc(NC(=O)C3COc4ccccc4O3)cc2)c(OC)c1 (centres undefined) | 0 | 8 | 1 | -5 | -3 | 1 | 0.2 | 8 | 4
COc1ccc([C@H]2CC(=O)C=C(c3ccc(OC(F)(F)F)cc3)C2)cc1 | -10 | -9 | 0 | 9 | 9 | 0 | 1.7 | -4 | 11
Cc1sc2nc(SCC(=O)NCCO)n(-c3ccccc3)c(=O)c2c1C | 6 | 4 | 0 | -6 | -7 | -2 | -1.5 | -9 | 9
CC1=NN(c2ccccc2)C(=O)/C1=C/C=C/C=C/N(C)C | 0 | 7 | 3 | -7 | 4 | 8 | -1.3 | 0 | 3
Cc1c(NC(=O)c2ccc3c(c2)OCO3)c(=O)n(-c2ccccc2)n1C | 3 | -1 | 1 | -6 | -3 | 0 | -1.2 | -3 | -1
Cc1cc(C)c(-n2c(SCc3nc4ccccc4s3)n[nH]c2=O)c(C)c1 | 2 | 3 | 4 | -7 | -12 | 6 | 0.9 | 0 | -3
COCc1cc(C)nc(SCc2ccc(Br)cc2)c1C#N | -6 | 2 | -1 | -4 | -23 | -3 | -0.4 | -13 | 3
COCc1cc(NCc2ccc(Cl)cc2)nc(C)n1 | -2 | 2 | 2 | 0 | -1 | 2 | 0.1 | 4 | 11

Single values from the list.
CCOc1ccc(N/C(N)=N/c2nc(CSc3nnc(C)s3)cc(=O)[nH]2)cc1 – M5 ag = 1
Cc1c(C)n(C)c2ccc(C(=O)N3CCN(c4ccccn4)CC3)cc12 – M5 ag = -2

(more compounds)
SMILES | CHRM5 PAM | CHRM1 PAM | CHRM4 agonist | CHRM1 antagonist | CHRM4 PAM | M5 ag | CRFBP-R2 agonist | CHRM4 antagonist | CHRM5 antagonist
Cc1nc2scc(C)n2c(=O)c1S(=O)(=O)Nc1ccc(N2CCN(S(C)(=O)=O)CC2)cc1 | -9 | -6 | 5 | 12 | -10 | -3 | 2.7 | 9 | 9
Cn1cnc2cc(NC(=O)COc3ccccc3)ccc21 | 2 | 18 | 0 | -20 | 1 | 0 | -0.2 | -5 | 9
Cc1ccc(S(=O)(=O)N2CCOCC2)cc1C(=O)Nc1nc2ccccc2[nH]1 | 7 | 6 | 4 | 0 | -2 | -1 | 2.4 | 2 | 0
CN1CCCC(OC(=O)c2ccc(S(=O)(=O)N(C)C)cc2)C1 (centres undefined) | -3 | -9 | 12 | 13 | -10 | -1 | -1.8 | 5 | 12
COc1cc(NC(=O)C(C)(C)C)c(C(=O)OCC(=O)Nc2cc(C)on2)cc1OC | -2 | 15 | 0 | -3 | -5 | 1 | -1.7 | 6 | 7
O=S(=O)(c1ccc(F)cc1)N1CCN(Cc2ccccn2)CC1 | 10 | 14 | 1 | -20 | 1 | 4 | 1.8 | -10 | 7
O=C(O)C1C2C=CC(O2)C1C(=O)NCc1ccc2c(c1)OCO2 (centres undefined) | 3 | 6 | 0 | -11 | -6 | -2 | -0.7 | 13 | 0
CCc1nnc(NC(=O)CN2CCN(Cc3ccccc3C)CC2)s1 | -4 | 2 | 0 | 0 | -6 | -4 | 1.2 | 12 | 9
CCC(C)n1c(C)cc(=O)n1C(C)CC (centres undefined) | -11 | 18 | 0 | -24 | 12 | -1 | 0.9 | -8 | 20
COc1cccc(OCCNc2cc(N3CCOCC3)ccc2[N+](=O)[O-])c1 | -9 | -3 | 10 | -3 | -3 | -3 | 0.9 | -9 | 14
CCOC(=O)c1ccc(N=NN(C)C)cc1 | -2 | 16 | 0 | -21 | 11 | -4 | 0.6 | 0 | 9
Cc1ccc(NC(=O)C(Cc2ccccc2)NC(=O)OCc2ccccc2)cc1C (centres undefined) | -10 | -5 | -2 | 4 | -5 | -5 | 0.2 | 0 | 1
CN(C)c1ccc(NC(=O)CSc2n[nH]c(-c3ccco3)n2)cc1 | -13 | 3 | 9 | -2 | -10 | 1 | -0.4 | -2 | 17
O=C(CN(Cc1cccs1)C(=O)CN1C(=O)COc2ccccc21)NCc1ccco1 | 6 | 1 | 5 | -6 | -1 | 2 | 3.5 | -10 | -3
CCN(CC)C(=O)c1cn(-c2cccc(OC)c2)c(=O)c2ccccc12 | 0 | 9 | 1 | -7 | 2 | -1 | -0.7 | 9 | 11
O=C(CN1CCOCC1)Nc1nc(-c2ccccc2Cl)cs1 | -11 | 10 | 17 | -3 | -13 | 2 | -4.3 | -6 | 14
CN(C)CCCn1c(=O)n(Cc2ccco2)c(=O)c2c3c(sc21)CCCCC3 | 18* | 2 | 1 | 2 | -7 | -3 | 0.6 | -1 | -9
C[C@H](NC(=O)OC(C)(C)C)C(=O)N/N=C/C1=Cc2ccccc2OC1 | 0 | -3 | 1 | 9 | 4 | -4 | -1.5 | 5 | 7
COc1ccc(S(=O)(=O)N2CCCC(C(=O)NCCC3=CCCCC3)C2)cc1 (centres undefined) | -4 | 5 | 0 | -28 | 3 | -5 | 2.4 | 3 | -4
COC(=O)C(CC(=O)c1ccccc1)CC(=O)c1ccccc1 | -3 | -5 | 3 | 6 | 0 | -2 | 0.7 | 4 | 11
OC(CNC1CCCCC1)COCCOc1ccc(Br)cc1 (centres undefined) | -2 | 4 | 7 | 0 | -3 | -7 | 1.5 | -11 | -3
CCN(CC)CCNC(=O)CNC(=S)N(CCCN1CCOCC1)Cc1cccs1 | 15 | -2 | 1 | 6 | 19 | -11 | -0.5 | -22 | -15
Cc1cc(C)cc(N(CC(=O)O)S(=O)(=O)c2c(C)[nH]c(=O)[nH]c2=O)c1 | 3 | 8 | 1 | -5 | 8 | 5 | 1.6 | -5 | -1
CCOC(=O)c1c(-c2ccccc2)csc1NC(=O)C(C)NCc1ccco1 (centres undefined) | -8 | -14 | -1 | 3 | -7 | -5 | 2.4 | -4 | 1
CCOC(=O)C1=C(C)NC(=O)NC1c1ccc(-c2ccc(Cl)cc2)o1 (centres undefined) | -2 | 6 | 0 | -6 | -2 | -4 | -2.1 | 5 | 5

Just CHRM5 PAM, for four of the compounds above:
SMILES	CHRM5 PAM
CCC(C)n1c(C)cc(=O)n1C(C)CC (centres undefined)	-11
COc1cccc(OCCNc2cc(N3CCOCC3)ccc2[N+](=O)[O-])c1	-9
CCOC(=O)c1ccc(N=NN(C)C)cc1	-2
Cc1ccc(NC(=O)C(Cc2ccccc2)NC(=O)OCc2ccccc2)cc1C (centres undefined)	-10

(further entries)
SMILES | CHRM5 PAM | CHRM1 PAM | CHRM4 agonist | CHRM1 antagonist | CHRM4 PAM | M5 ag | CRFBP-R2 agonist | CHRM4 antagonist | CHRM5 antagonist
Cc1cccc(C)c1Nc1nnc(SCc2nc3ccccc3s2)s1 | -1 | -9 | 2 | 13 | -4 | 1 | 1.2 | 6 | 2
C/C(=N\Nc1ncc(Cl)cc1Cl)c1ccc2c(c1)OCO2 | 0 | 5 | 1 | -9 | -1 | 1 | -0.5 | 1 | -11
COc1cccc(NC(=O)CSC2=NN3CCCC(=O)N=C3S2)c1 | -1 | 9 | 5 | 0 | -12 | 4 | -0.9 | -13 | 8
COc1ccc(CCN(C)C(=O)CSc2nccn2C)cc1OC | 5 | 11 | 1 | -10 | 8 | -1 | 1.1 | 9 | 4
CC(/C=C/c1ccccc1)=N/NC(=O)c1cc([N+](=O)[O-])cc([N+](=O)[O-])c1 | 0 | 13 | 1 | 0 | 2 | 0 | -2.4 | 4 | 7
CC(=O)Nc1sc2c(c1C(N)=O)CCC2 | -10 | -4 | 3 | 8 | -8 | -5 | -2.1 | -6 | 2
COc1cccc(CNC(=O)C2CCCN(c3nn4c(=O)cc(C)nc4s3)C2)c1OC (centres undefined) | 3 | 4 | 2 | -11 | 4 | -3 | -0.8 | -10 | -5
Cc1nnc2ccc(N3CCCC3)nn12 | 9 | 3 | 1 | -4 | 8 | -7 | -0.2 | -12 | -8
Nc1[nH]c(=O)[nH]c(=O)c1N=Nc1cccc(Cl)c1 | -1 | 13 | 1 | -9 | -9 | 1 | -1.8 | 1 | -15
CN(C)CCNC(=O)/C=N/O | -8 | -9 | 0 | 1 | -6 | 6 | 0.7 | 6 | 6
CC(CNC(=O)c1cccc(Br)c1)n1cncn1 (centres undefined) | 4 | 8 | 0 | -9 | -1 | 0 | 0.3 | 12 | 6
